Source: PubChem BioAssay (several laboratories)
PP1 inh: counter-screen for PP5 inhibitors: inhibitors of human PP1-alpha. P62136. purified PP1alpha, OMFP fluorescence. inhibition, % at 6.7 µM. actives 0.9% (n = 320,000);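 active means inhibition above the mean inhibition of all tested compounds plus 3 SD, computed separately for each screening campaign, cut at about 15% in these data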
Target sequence (P62136 whole entry, looked up): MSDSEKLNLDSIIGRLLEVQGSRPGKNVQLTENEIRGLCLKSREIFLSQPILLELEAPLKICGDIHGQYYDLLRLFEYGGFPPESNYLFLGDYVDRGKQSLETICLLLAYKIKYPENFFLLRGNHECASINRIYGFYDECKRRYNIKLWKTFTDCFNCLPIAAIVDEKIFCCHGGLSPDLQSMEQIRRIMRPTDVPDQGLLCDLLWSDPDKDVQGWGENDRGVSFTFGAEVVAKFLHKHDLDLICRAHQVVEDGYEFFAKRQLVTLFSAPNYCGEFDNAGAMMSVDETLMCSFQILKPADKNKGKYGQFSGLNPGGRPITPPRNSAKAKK
core dimer inh: blocks dimerization of HCV core protein; TR-FRET GST/Flag-core106 dimerization, 1536-well; inhibition, % at 5 µM; actives 0.33% (n = 300,000);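 active means inhibition above the mean of all tested compounds plus 3 SD, set per screening campaign, cut at about 45% in these data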
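test system = GST/Flag-tagged HCV core106 proteins | probe or stimulus = Eu donor and XL665 acceptor anti-tag antibodies | times = compound-protein-antibody incubation 4 h at 22.5 °C | signal = TR-FRET, excitation 340 nm, emission 617 and 671 nm | measure = percent inhibition of core106 dimerization signal | controls = wells lacking GST-core106 and wells with excess unlabelled core106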
TPT1 inhibitor: inhibitors of Candida albicans tRNA 2'-phosphotransferase TPT1 | actives 0.81% (n = 300,000) | recombinant caTPT1, FP RNA substrate dephosphorylation | AID 1962 | inhibition, % at 5 µM;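 active means inhibition above the mean of all tested compounds plus 3 SD, set per screening campaign, cut at about 24% in these data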;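 further: plate controls were DMSO alone for no effect and ferristatin control at 100 nM for full effect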
LYPLA2 inh: blocks human lysophospholipase 2, a PME1 counter-screen. O95372. recombinant LYPLA2, FP-Rh probe fluorescence polarization. inhibition, % at 5.9 µM. actives 0.38% (n = 320,000);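 active means inhibition above the screen-wide mean plus 3 SD, limit set per campaign, cut at about 26% in these data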;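 further: 0% = LYPLA2 with DMSO and 100% = wells lacking LYPLA2 enzyme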
PREPL inhibitor: inhibitors of human prolyl oligopeptidase-like enzyme PREPL. AID 2751. actives 0.68% (n = 320,000). inhibition, % at 5.96 µM. recombinant PREPL, fluorescence polarization activity-based probe; in the data active means inhibition above about 43%;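 further: 0% = enzyme with DMSO and 100% = wells lacking enzyme; many of its hits are not listed in these tables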
Target sequence (Q4J6C6 whole entry, looked up): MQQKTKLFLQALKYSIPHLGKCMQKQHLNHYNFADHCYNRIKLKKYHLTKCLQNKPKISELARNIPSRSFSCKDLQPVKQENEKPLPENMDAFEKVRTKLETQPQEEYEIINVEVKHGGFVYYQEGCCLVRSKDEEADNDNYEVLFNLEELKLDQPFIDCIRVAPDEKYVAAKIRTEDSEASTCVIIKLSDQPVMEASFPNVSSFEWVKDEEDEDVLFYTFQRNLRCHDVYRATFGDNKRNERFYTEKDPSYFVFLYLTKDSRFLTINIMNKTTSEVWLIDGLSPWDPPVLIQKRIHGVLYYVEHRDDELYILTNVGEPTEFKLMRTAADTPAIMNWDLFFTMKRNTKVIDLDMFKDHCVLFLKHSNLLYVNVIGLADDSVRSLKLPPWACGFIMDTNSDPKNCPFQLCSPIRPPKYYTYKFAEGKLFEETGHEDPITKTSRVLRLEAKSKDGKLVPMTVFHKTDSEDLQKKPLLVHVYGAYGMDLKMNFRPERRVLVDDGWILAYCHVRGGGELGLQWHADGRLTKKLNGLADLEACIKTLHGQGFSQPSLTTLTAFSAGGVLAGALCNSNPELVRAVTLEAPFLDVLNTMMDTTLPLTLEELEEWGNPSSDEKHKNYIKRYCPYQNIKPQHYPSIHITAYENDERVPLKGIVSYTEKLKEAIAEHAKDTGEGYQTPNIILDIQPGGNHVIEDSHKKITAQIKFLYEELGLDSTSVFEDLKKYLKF
JMJD2C inh: inhibitors of human GASC-1 (JMJD2C) demethylase; inhibition, % at 2.35 µM; Q9H3R0; actives 0.069% (n = 330,000); GST-JMJD2C(1-420) H3K9me3 demethylation, DELFIA europium;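 active means more than half of a compound's replicate wells show inhibition beyond 50%, single wells judged on their own value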;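 further: signal counts dimethyl H3K9 product captured on neutravidin plate; 0% = median of DMSO wells and 100% = 0.3 times that DMSO median; strong numbers were not always called active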
PP5 inh: inhibitors of human protein phosphatase 5 (PP5) | P53041 | inhibition, % at 6.7 µM | actives 0.18% (n = 320,000) | AID 1987 | purified PP5c, OMFP substrate fluorescence;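 active means inhibition above the campaign's mean inhibition across all tested compounds plus 3 SD, cut at about 9.5% in these data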;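 further: 0% = DMSO only and 100% = 100 µM cantharidin control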
CTSL1 counter: counter-screen for PFM18AAP inhibitors: inhibitors of F. hepatica cathepsin L1. actives 0.49% (n = 300,000). recombinant F. hepatica cathepsin L1, Z-Leu-Arg-MCA fluorescence. inhibition, % at 5.96 µM;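 active means inhibition above the mean of all tested compounds plus 3 SD, set per screening campaign, cut at about 17% in these data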;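 further: 0% = plate median of test compound wells and 100% = 1 µM Z-Phe-Ala-diazomethylketone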
Efflux pump inh: inhibitors of Candida antifungal efflux pumps expressed in yeast. S. cerevisiae Candida pump triplex, Nile Red efflux. actives 0.44% (n = 330,000). AID 485275. inhibition, % at 10 µM;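 active means plate passing quality check with inhibition over a set limit, or well fluorescence over plate mean plus 4 SD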;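 further: Nile Red retained in pooled yeast measured as flow cytometry median fluorescence; 0% = buffer negative control and 100% = Enniatin B positive control; higher means more Nile Red kept so more efflux inhibition; some compounds called inactive have numbers as strong as hits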
An asterisk follows results filed as active; / = not tested or not shown. A portion of the library (hit frequency here may not be typical).

SMILES	PP1 inh	core dimer inh	TPT1 inhibitor	LYPLA2 inh	PREPL inhibitor	JMJD2C inh	PP5 inh	CTSL1 counter	Efflux pump inh
CC1CN(CCOc2cccc(Oc3ccccc3)c2)CC(C)O1 (configuration not stated)	-2	5	-1	2	3	-1	0.8	4	0.0
CC(C)Oc1ccc(C(CC(=O)O)NC(=O)Cc2ccc(Cl)cc2)cc1 (configuration not stated)	-2	0	-2	-3	15	4	1.2	5	-0.1
Cc1cc(-c2nnc(SCC(=O)Nc3ccc(F)c(F)c3)n2N)n[nH]1	-2	-2	-4	1	-4	-31	0.5	0	0.0
COc1ccc([C@@H]2[C@@H]3C(=O)N(C(C)(C)C)C(=O)[C@@H]3[C@]3(C)C(=O)N(c4cccc(C)c4)C(=O)N23)cc1	2	-4	-1	1	2	-1	2.5	1	0.1
COc1ccc(C(=O)COC(=O)c2cncc(Br)c2)cc1	-3	/	/	10	0	0	0.3	/	0.0
COc1cc(NC(=O)C2CC2)c(C(=O)O)cc1OC	-2	-3	-3	-2	4	12	-0.3	0	0.1
COc1cc(C(=O)O/N=C2/C=C(C)C(=O)C=C2C)cc(OC)c1OC	2	-7	1	-3	3	9	2.9	0	-0.1
CC1CCN(c2ccc([N+](=O)[O-])cc2C(N)=O)CC1	-7	0	5	-6	2	-4	-2.5	0	0.2
COC(=O)c1cc(S(=O)(=O)n2nc(C)cc2C)c(Cl)cc1Cl	-3	-5	-20	-4	9	-4	-7.2	5	0.0
CCC(C)NC(=O)C1CCCN(C(=O)Nc2ccc(F)cc2)C1 (configuration not stated)	-12	5	-4	3	1	7	-1.6	13	-0.1
CCOc1ccc(NC(=O)c2cccc(OC(=S)N3CCC(C)CC3)c2)cc1	3	19	0	-11	-9	0	0.9	-1	0.0
COc1ccc(CNc2nc(-c3ccccc3)nn2C(=O)c2cccs2)cc1	-2	3	-1	3	8	0	-1.1	-1	0.3
CCn1c(COc2ccc(C)cc2)nc2ccccc21	-1	2	-3	1	8	-3	-0.4	1	0.0
O=C(CCS(=O)(=O)Cc1ccccc1)Nc1nncs1	2	-1	1	2	-6	3	-2.0	-4	-0.2
CCOc1ccc(S(=O)(=O)Nc2ccc3c(c2)n(C)c(=O)n3C)cc1	-1	9	-2	1	-3	7	-0.7	-1	-0.1
COc1cnc(SC)nc1Nc1ccc(C#N)cc1	0	11	0	3	4	-32	-1.4	-2	0.0
COc1ccc(C(=O)Cn2c(NCCCO)nc3ccccc32)cc1OC	0	7	0	-5	4	-2	1.1	0	0.1
O=S1(=O)[C@H]2C[C@@H]3C=C[C@@]2(CN1Cc1cccc(F)c1)O3	-2	-5	-1	-1	1	-12	-0.9	0	0.0
CC1CCC2(CC1)NC(=O)N(NC(=O)c1cccs1)C2=O (configuration not stated)	-6	/	/	-6	-1	-3	-2.1	/	0.0
Cc1nccn1CCCNC(=O)CC1C(=O)NCCN1Cc1ccc(Cl)c(F)c1 (configuration not stated)	-1	-6	-1	1	3	-7	3.8	-5	0.0
CCCN1CNC(=S)N(c2cccc(C)c2)C1	-5	2	-3	4	6	/	2.1	-3	0.5
Cc1ccc(N=C(NO)c2nonc2N)c(C)c1	-2	-8	3	-2	9	7	1.9	1	0.3
O=C(Oc1ccccc1C(=O)N1CCOCC1)c1ccccc1	-4	-1	1	4	4	6	-2.9	2	0.0
O=C(Cc1ccccc1)Nc1ccc(NC(=O)c2ccccc2)nc1	-4	2	-4	0	14	-18	-0.4	2	0.0
O=C(Cn1c(=O)c2cccn2c2ccccc21)NCCc1ccccc1	-4	-10	-1	1	-6	-13	-5.5	-2	0.0
SMILES	PP1 inh	core dimer inh	TPT1 inhibitor	LYPLA2 inh	PREPL inhibitor	JMJD2C inh	PP5 inh	CTSL1 counter	Efflux pump inh
CCOc1ccc(CN2CCNC(=O)C2CC(=O)O)cc1 (configuration not stated)	1	-2	0	0	-1	4	-1.6	-1	0.0
O=C(OCc1nc2ccc(Cl)cc2n1CCO)c1ccc2c(c1)OCO2	1	13	6	6	1	12	1.1	-2	-0.2
S=C(NCCC(c1ccccc1)c1ccccc1)Nc1ccccc1Cl	6	15	-1	-57	-11	-3	1.6	3	-0.4
CCN(CC)C(=S)Nc1ccc(Cl)c(Cl)c1	0	-13	-2	20	-4	0	0.4	-2	-0.6
CN(C)C(=O)[C@H]1C[C@H]1[C@@H](O)[C@H](CO)NC(=O)[C@H](Cc1ccccc1)NC(=O)OC(C)(C)C	-3	-16	-3	5	11	3	3.1	-6	-0.1
CCOC(=O)c1ccccc1NC(=O)CSc1nc2[nH]ncc2c(=O)[nH]1	-5	-2	1	-3	-9	-2	-0.8	3	-0.1
CCCC1O[C@@H]2CC3C4CCC5=CC(=O)C=C[C@]5(C)C4C(OC(C)=O)C[C@]3(C)[C@]2(C(=O)COC(C)=O)O1 (some centres not stated)	4	22	3	-1	14	-13	1.5	-4	0.3
CCOc1ccc(C(CC(=O)O)NC(=O)C23CC4CC(CC(C4)C2)C3)cc1 (configuration not stated)	-3	4	-3	2	5	3	2.6	4	0.0
COC(=O)C(CCSC)NC(=O)CNS(=O)(=O)c1ccc(Br)cc1 (configuration not stated)	4	-3	-1	-7	-9	1	0.9	-2	0.0
COC(=O)C1=C(N)OC2=C(C(=O)CC(C)(C)C2)C1c1cccnc1 (configuration not stated)	1	1	2	3	-3	-10	2.6	0	-0.1
CCOc1ccccc1C(C(=O)NC1CCCCC1)N(C(=O)c1csnn1)C1CC1 (configuration not stated)	1	-9	1	-2	0	-22	0.8	0	-0.4
CCn1c(SCC(=O)Nc2nc(C)c(C)s2)nnc1-c1cccs1	3	-3	-2	2	6	-12	1.1	1	-0.1
Cc1ccc(N(CC2CO2)S(=O)(=O)c2ccccc2[N+](=O)[O-])cc1 (configuration not stated)	0	-9	-3	-1	-2	19	0.5	3	-0.1
Oc1ccc(-c2csc(-c3cccnc3)n2)cc1O	-3	-6	-5	0	6	4	1.9	0	-0.1
Cc1c(C#N)c(=O)oc2ccc3ccccc3c12	0	9	1	-2	7	7	2.9	-2	0.0
O=C(CSc1ccc2nnc(-c3ccc(F)cc3)n2n1)NCC1CCCO1 (configuration not stated)	-1	0	-1	-1	-3	3	1.3	-2	-0.1
CCCn1c(C(O)c2ccc(OCC)cc2)nc2ccccc21 (configuration not stated)	3	8	-1	-4	7	-9	4.0	-13	0.4
CNCC(O)Cn1c2c(c3ccccc31)CCCC2 (configuration not stated)	-3	7	0	4	9	1	1.3	1	0.1
COc1ccc(N(CCC(=O)O)S(=O)(=O)c2ccc(C)c(C)c2)cc1	0	1	0	2	-4	2	-1.5	0	0.0
CC(C#N)Sc1nnc(Nc2ccccc2)s1 (configuration not stated)	-1	-3	3	9	-4	19	0.2	-2	-0.1
O=C(OCC(=O)N1CCc2ccccc21)c1ccccn1	0	2	0	-4	1	-1	-0.8	-1	0.1
O=C(NCC1OCCc2ccccc21)c1ccc(NC(=O)c2ccccc2Cl)cc1 (configuration not stated)	0	4	-2	-14	-21	-1	0.1	-1	-0.1
O=C(NN1C(=O)C2C3C=CC(C3)C2C1=O)c1ccncc1 (configuration not stated)	-2	5	0	-7	3	-3	-0.7	4	-0.1
COc1ccc(-c2nnc3ccc(SC)nn23)cc1	-2	-2	-1	13	19	8	2.7	-4	0.0
COc1ccc(N=c2cc(-c3ccc(O)cc3)oc3ccccc23)cc1	1	2	2	3	17	-1	5.7	0	0.2
SMILES	PP1 inh	core dimer inh	TPT1 inhibitor	LYPLA2 inh	PREPL inhibitor	JMJD2C inh	PP5 inh	CTSL1 counter	Efflux pump inh
COc1cccc2c(=O)cc(C)n(CC(=O)Nc3ccc(Br)cc3)c12	-3	2	-1	3	6	-1	-1.5	1	0.1
O=C(O)CC1SC(=Nc2cccc(O)c2)NC1=O (configuration not stated)	-4	1	0	3	5	6	1.2	4	0.0
CCOc1cc(C(=O)NCC(=O)N/N=C/c2sccc2C)cc(OCC)c1OCC	3	-2	0	8	1	12	0.9	2	0.1
COc1cccc(NC(=O)Nc2ccc3c(c2)N(C)C(=O)CS3)c1	-2	22	1	3	25	2	4.7	-3	0.0
CC(C)CCc1noc(CN(CC2CCC2)CC2CCCO2)n1 (configuration not stated)	0	2	-2	-4	-6	8	-0.7	-1	-0.1
CC(C)C[C@H](NC(=O)OC(C)(C)C)C(=O)NCC1CCC(C(=O)N[C@@H](Cc2ccccc2)C(=O)O)CC1 (some centres not stated)	0	-14	-4	3	4	-9	-0.9	0	0.1
CCNc1ccc(S(=O)(=O)NCCN(C)C)cc1[N+](=O)[O-]	3	3	1	2	-14	2	0.9	-1	0.0
S=C1NCN(C2CCCCC2)CN1c1ccccc1	-2	-4	2	11	3	-1	2.5	-4	-0.1
CCCCOc1ccc(CSC2=NCCN2)cc1[N+](=O)[O-]	0	-7	4	-3	4	16	2.6	6	0.1
CC(=O)Nc1ccc(NC(=O)Cn2c(=O)n(-c3ccc(F)cc3)c(=O)c3oc4ccccc4c32)cc1	-3	6	2	-2	-13	22	-1.1	1	0.0
COc1ccc(-c2nnc(NC(=O)C3=COCCO3)o2)cc1	0	-5	-6	6	11	6	-1.4	-2	-0.1
CCC1(C)Cc2c(sc3nc(SC)nc(N)c23)CO1 (configuration not stated)	-1	-3	-3	-9	-4	-17	1.0	1	0.1
COc1cc(CNCc2ccncc2)cc(Br)c1OCc1ccccc1F	-2	-6	0	0	-25	-10	5.1	8	0.1
N#Cc1cccc(-n2nnnc2-c2ccccn2)c1	-5	-4	0	0	4	-20	-3.1	3	-0.1
CCOC(=O)CSc1nnc(Cc2ccccc2)n1-c1cccc(Cl)c1	1	5	0	4	13	-5	0.9	-1	0.1
CC(=O)/C=C/c1ccccc1Oc1c(F)c(F)nc(F)c1F	-1	2	-3	1	7	-20	1.9	0	-0.1
CCN(Cc1ccncc1)C(=O)c1ccc(C)o1	-1	-6	-1	1	6	-15	0.8	1	0.0
CC(c1ccc(F)cc1)n1cc(C(=O)NCCN(C)C)nn1 (configuration not stated)	-4	-8	0	-5	0	-21	0.7	1	0.2
CCOC(=O)C1=C(C)NC(=O)NC1	-1	-6	-4	7	3	-8	0.2	-1	0.0
Cc1ccc(/C=N\NC(=O)C2COc3cc4ccccc4cc3O2)o1 (configuration not stated)	0	7	-3	-8	9	-3	1.9	6	0.1
Cc1ccc(Nc2nnc(SCC(=O)Nc3ccc(S(=O)(=O)N4CCOCC4)cc3)s2)cc1	4	15	-1	1	8	-5	3.3	1	0.0
NC(=O)C1CCCN1 (configuration not stated)	-2	-3	-1	0	-7	1	-0.6	0	-0.1
CCn1c(C)nc2cc(S(=O)(=O)Nc3ccc(C)cc3)ccc21	-4	3	2	2	-3	0	-2.8	-2	-0.1

Copied from above for reference:
SMILES	PP1 inh	core dimer inh	TPT1 inhibitor	LYPLA2 inh	PREPL inhibitor	JMJD2C inh	PP5 inh	CTSL1 counter	Efflux pump inh
CCOC(=O)C1=C(C)NC(=O)NC1	-1	-6	-4	7	3	-8	0.2	-1	0.0
Cc1ccc(/C=N\NC(=O)C2COc3cc4ccccc4cc3O2)o1 (configuration not stated)	0	7	-3	-8	9	-3	1.9	6	0.1
Cc1ccc(Nc2nnc(SCC(=O)Nc3ccc(S(=O)(=O)N4CCOCC4)cc3)s2)cc1	4	15	-1	1	8	-5	3.3	1	0.0
NC(=O)C1CCCN1 (configuration not stated)	-2	-3	-1	0	-7	1	-0.6	0	-0.1
CCn1c(C)nc2cc(S(=O)(=O)Nc3ccc(C)cc3)ccc21	-4	3	2	2	-3	0	-2.8	-2	-0.1
